Shiga toxin inh = blocks Shiga toxin action in Vero cells; Vero cells, Shiga toxin protein synthesis inhibition reporter; inhibition, % at 38.7 µM; 290,000 tested, 9.2% active; AID 2315; in the data active means inhibition mostly above about 28%, no sharp cut-off; inactive means mostly below about 43%; further: 0% is about no effect
AmpC detergent = inhibitors of E. coli AmpC beta-lactamase with detergent; P00811; 370,000 tested, 0.041% active; AID 485294; AmpC hydrolysis of nitrocefin, absorbance 480 nm, 0.01% Triton; Potency, µM (series often up to 114 µM), without a hit: at the top dose activity change, negative = inhibition, usual class: inhibitors;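 further: potency means the concentration at half of the fitted maximal effect; 0% = no-compound wells and -100% = no-enzyme wells; nearly all actives have a fitted effect of over 25% in size; some results filed as inactive show a strong effect at the top dose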
Target sequence (P00811 whole entry, looked up): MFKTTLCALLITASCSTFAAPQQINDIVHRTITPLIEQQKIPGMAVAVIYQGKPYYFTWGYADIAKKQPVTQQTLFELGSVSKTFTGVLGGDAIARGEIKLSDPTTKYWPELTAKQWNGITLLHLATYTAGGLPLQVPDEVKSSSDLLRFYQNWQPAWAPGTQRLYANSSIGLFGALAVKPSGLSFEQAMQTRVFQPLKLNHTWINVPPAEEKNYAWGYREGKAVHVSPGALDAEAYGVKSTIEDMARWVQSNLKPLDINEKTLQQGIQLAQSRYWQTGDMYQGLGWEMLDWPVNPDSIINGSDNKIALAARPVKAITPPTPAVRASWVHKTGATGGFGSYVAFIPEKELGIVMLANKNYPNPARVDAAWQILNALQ
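20 mM phosphate pH 7.0 + 0.01% (detergent screen) or 0.0001% Triton X-100; 5.3 nM AmpC reagent; cpd preinc 15 min RT; nitrocefin (800 uM stock) to start; A480 q20 s × 4 min; Activity was normalised to no-enzyme and no-compound control wells.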
CHX counter = counter-screen for Shiga toxin inhibitors: cycloheximide protein synthesis inhibition | max response, % | AID 2314 | 300,000 tested, 12% active | cell reporter, cycloheximide protein synthesis inhibition counterscreen; in the data active means max response mostly above about 13%, no sharp cut-off; inactive means mostly below about 14%; further: read at 38.3 µM for the half of the compounds with a filed dose; 0% is about no effect
FBPA Giardia inh = Giardia lamblia aldolase inhibition | A8B2U2 | purified Giardia FBPA | Potency, µM (doses to about 59.6 µM), for inactives: at the top dose activity, negative = inhibition, hits mostly inhibitors | 290,000 tested, 0.71% active; further: potency means the concentration at half of the fitted maximal effect; on the % scale 0 is the no-effect control and ±100 the full control effect; nearly all actives have a fitted effect of over 55% in size
Target sequence (A8B2U2 whole entry, looked up): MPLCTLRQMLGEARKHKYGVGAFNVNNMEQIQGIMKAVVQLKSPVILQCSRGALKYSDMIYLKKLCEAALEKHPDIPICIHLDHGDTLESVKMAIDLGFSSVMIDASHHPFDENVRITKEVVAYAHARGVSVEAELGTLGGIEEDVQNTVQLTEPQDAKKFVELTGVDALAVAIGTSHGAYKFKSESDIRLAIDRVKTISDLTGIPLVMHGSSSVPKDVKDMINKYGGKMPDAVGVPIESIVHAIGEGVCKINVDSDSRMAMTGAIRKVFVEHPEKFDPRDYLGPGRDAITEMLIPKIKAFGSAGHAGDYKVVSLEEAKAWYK
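40 nM FBPA preincubated 10 min at RT with compound (up to 57.5 uM final), then substrate plus GAPDH/TPI/NAD/arsenate coupling and diaphorase/resazurin added. Fluorescence read after 20 min at RT, 525/598 nm.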
AmpC inh no detg = blocks E. coli AmpC beta-lactamase in detergent-free assay; AID 485341; 330,000 tested, 0.52% active; AmpC nitrocefin hydrolysis, absorbance 480 nm, 0.0001% Triton; Potency, µM (top dose mostly 57.1 µM), without a hit: at the top dose activity change, negative = inhibition, most hits filed as inhibitors;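 further: potency means the concentration at half of the fitted maximal effect; plate controls were no compound for no effect and no enzyme for full effect; nearly all actives have a fitted effect of over 20% in size; some results filed as inactive show a strong effect at the top dose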
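AmpC (5.3 nM in the dispensed reagent) in 20 mM phosphate pH 7.0 with 0.01% (detergent screen) or 0.0001% Triton X-100 was preincubated with compounds for 15 min at room temperature. Nitrocefin was then added from an 800 uM solution, and hydrolysis was followed at 480 nm.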
AMA1-RON2 inh = AMA1-RON2 (P. falciparum) interaction inhibition; 360,000 tested, 0.2% active; AlphaScreen AMA1-biotinylated RON2 peptide binding; Potency, µM (titrated, usually from 58.2 µM), inactives show at the top dose activity change, negative = inhibition, actives largely listed as inhibitors;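 further: potency means the concentration at half of the fitted maximal effect; 0% = vehicle wells and -100% = peptide control; nearly all actives have a fitted effect of over 45% in size; some results filed as inactive show a strong effect at the top dose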
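AMA1 (3D7) with his tag at 25 nM final met compounds first, then biotinylated RON2 peptide at 25 nM; detection used donor plus acceptor beads, 10 µg/mL apiece, read by AlphaScreen after 30 min at room temperature.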
HCMV inh = blocks human cytomegalovirus replication; activity change, negative = inhibition, % at 57.5 µM; HFF cells, HCMV-luciferase reporter, 72 h; active compounds read low; 410,000 tested, 4.5% active; in the data active means activity change below about -60%; inconclusive means no clear call, values can overlap the other calls; inactive means above about -39%; further: on the % scale 0 is the no-effect control and ±100 the full control effect
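Cell-based, HFFs, 1000 cells/well, 16 h 37C; cpds in DMSO + HCMV-luc, MOI 1 PFU/cell; 72 h 37C; OneGlo luminescence after 5 min RT; norm. to buffer vs Salinomycin 10uM.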
* = called active by the depositor; ? = inconclusive; nt = not tested or not shown; & = joins results of further samples; [ ] = another dose, or the depositor's remark. Unless noted, the call rests on the fitted dose curve; in most records, active means well fitted curve in the direction sought with a large enough effect; inconclusive means small, poorly fitted or top-dose-only effect, or another doubt; inactive means no such curve, though single readings can be large; an effect the other way counts as inactive or inconclusive.

Molecule	Shiga toxin inh	AmpC detergent	CHX counter	FBPA Giardia inh	AmpC inh no detg	AMA1-RON2 inh	HCMV inh
COc1ccc(Br)cc1/C(C)=N/NC1=NCCN1	-18	2%	-2	2%	-33%	6%	?
CN(C)C(=O)Oc1ccc(C(=O)c2ccccc2)cc1	42*	-1%	40*	0%	-5%	2%	37
Cc1cccc(CSc2nc3c(c(=O)[nH]2)CCCC3)c1	-10	-10%	-5	0%	-21%	1%	-26
O=C(NC(=S)Nc1ccccc1Cl)c1cnn2c(C(F)(F)F)cc(C(F)(F)F)nc12	21	-4%	3	-5%	-18%	14%	-11
O=C(COC(=O)c1ccc(F)cc1Cl)NC(=O)NC1CCCC1	nt	-2%	nt	nt	-21%	-5%	25
COC(=O)CC1C(=O)NCCN1C(=O)Nc1ccc(Cl)c(Cl)c1 (stereo not given)	-8	2%	-3	15%	1%	-3%	-22
O=[N+]([O-])c1ccccc1NCCOc1ccccc1	72*	?	73*	0%	-18%	?	105
Cc1ccc(-n2nc3c(c2NC(=O)/C=C\c2ccc4c(c2)OCO4)CSC3)c(C)c1	-21	-15%	-4	0%	-52%	-8%	-7
COc1ccc(CNC(=O)C2CCN(C(=O)N(C)C)CC2)c(OC)c1	-11	-10%	-4	5%	9%	-12%	-10
CC1CCCCN1CCNC(=O)c1cnn2ccccc12 (stereo not given)	-1	?	-3	-4%	-1%	8%	19
CN(NC1OC(=O)c2ccccc21)c1ccccc1[N+](=O)[O-] (stereo not given)	10	-2%	10	21%	-20%	1%	-25
Cc1ccc(NC(=O)CSc2nnc(CN3CCOCC3)n2C)cc1C	-21	?	-6	-1%	-21%	-7%	12
Cc1ccc(S(=O)(=O)N2CCC(C)CC2)cc1	-3	1%	-1	6%	-18%	2%	-21
CCCCOP(=O)(OCCCC)C(Nc1ccccc1)c1ccc2c(c1)OCO2 (stereo not given)	-13	5%	-8	-3%	42%	-12%	23
Cc1cccc(OCC(=O)NCc2nnc3ccc(C(F)(F)F)cn23)c1C	nt	?	nt	nt	53%	30%[activator]	0
COc1ccc(S(=O)(=O)Nc2ccccc2Cl)cc1NC(C)=O	-3	-10%	-2	-16%	-12%	15%	-26
N=Cc1c(O)n(-c2cccc(Cl)c2)c(=O)[nH]c1=O	-7	1%	1	7%	-19%	22%	44
CCOc1ncccc1C(=O)OCC(=O)c1cccc(Br)c1	-7	1%	1	1%	-3%	-11%	5
CCN(CC)S(=O)(=O)c1ccc(OC)c(NC(=O)C2CC(=O)N(c3ccc(C)cc3)C2)c1 (stereo not given)	-4	-13%	-6	3%	118%[activator]	-4%	-34
O=C(NCc1ccccc1)c1cc2ccccc2oc1=O	44*	-5%	50*	-4%	-20%	3%	-8
COc1ccccc1N1CCN(C(=O)c2ccccc2NC(=O)C2CCCCC2C(=O)O)CC1 (stereo not given)	11	0%	5	0%	-13%	-6%	-5
CC1=C(C(=O)NC2CCCc3c2cnn3-c2cccc(C)c2C)OCCO1 (stereo not given)	-3	3%	8	nt	47%	6%	-79*
CCN(CC)S(=O)(=O)c1ccc(N2CCN(C)CC2)c(NC(=O)COc2ccc(F)cc2Cl)c1	nt	?	nt	nt	195%[activator]	?	-39
CC(=O)Nc1ccc(S(=O)(=O)Nc2cccc(C(=O)NC(C)(C)C)c2)cc1	-6	0%	-4	5%	-30%	2%	46
COc1ccc(N(C(C)C(=O)Nc2ccc(S(=O)(=O)N3CCOCC3)cc2)S(C)(=O)=O)cc1 (stereo not given)	-7	1%	-2	-6%	34%	-9%	-13
FC(F)(F)c1nnc2sc(-c3ccncc3)nn12	-2	0%	-1	-1%	-18%	-5%	7
CC1CCCC(NC(=O)COC(=O)[C@@H](NC(=O)c2ccco2)C(C)C)C1C (stereo not given in full)	-9	1%	-1	0%	29%	-8%	-12
NC1=NC2(CCC(c3ccccc3)CC2)n2c(nc3ccccc32)N1 (stereo not given)	-3	?	-4	0%	-33%	-9%	-19
O=C(c1ccc(F)cc1)C1CCN(C(=S)NCC2CCCO2)CC1 (stereo not given)	19	0%	6	2%	32%	10%	-34
O=C(CSc1nnnn1C1CCCC1)N1CCCCC1	110*	-14%	27*	-12%	-11%	-7%	28
Cc1onc(-c2ccccc2)c1C(=O)c1c[nH]c(C(=O)NCc2ccncc2)c1	24	?	-1	2%	-28%	9%	?
Cc1ccc(-n2nc3c(c2NC(=O)c2c(-c4ccccc4Cl)noc2C)CSC3)cc1	-3	2%	21	-2%	-21%	-8%	nt
NS(=O)(=O)c1ccc(CCNC(=S)NC(=O)c2ccccc2Br)cc1	nt	nt	nt	nt	-24%	8%	-23
COc1cc(C2Nc3ccccc3NC3=C2C(=O)CC(c2ccc(OC)c(OC)c2)C3)ccc1O (stereo not given)	50	-7%	14	-17%	-35%	-9%	-38
O=C(C1CCN(CC2CCCCC2)CC1)N1CCCC1	3	9%	-7	-18%	-5%	-6%	-6
COC(=O)C(CCCN1C(=O)c2ccccc2C1=O)(NC(C)=O)c1nnn(C)n1 (stereo not given)	5	1%	-6	-3%	1%	9%	6
O=C(CCC(=O)c1ccc(F)cc1)Nc1cccc(C(F)(F)F)c1	-11	-3%	-1	-5%	-20%	-6%	-23
O=C(Cn1cnc(S(=O)(=O)N2CCCC2)c1)Nc1cccc(F)c1	-13	0%&-2%	-8	nt	-13%	11%	40&-2
O=C(CN1C(=O)NC2(CCCC2)C1=O)NCCC1=CCCCC1	-3	-6%	-5	-5%	-22%	15%	-17
Cc1cc(C)nc(NC(=O)C(C)N2C(=O)c3ccccc3C2=O)n1 (stereo not given)	-6	-12%	-1	9%	1%	20%	3
O=C(/C=C/c1ccc(S(=O)(=O)N2CCOCC2)cc1)N(CCO)Cc1ccccc1	-18	-2%	-5	0%	61%[activator]	-6%	-17
CC(O)CC(C)O (stereo not given)	nt	1%	nt	nt	2%	14%	-3
CCCCS(=O)(=O)Nc1ccc2c(c1)ncn2C1CCCCC1	-14	1%	20	0%	-14%	4%	33
CC(C)Oc1cccc(C(=O)Nc2ccc(Br)cc2F)c1	107*	-5%	65*	0%	-14%	22%	20
Cc1nnc(SCC(=O)NCc2cccs2)[nH]c1=O	-16	-3%	5	-3%	-12%	1%	-22
Clc1ccc(C#Cc2cccnc2)cc1	nt	-7%	nt	nt	-12%	15%	31
O=C(NC(=S)Nn1cnnc1)c1ccc(F)cc1Cl	39	6%	6	14µM*	-6%	16%	24
Cc1ccccc1Nc1c([N+](=O)[O-])cncc1[N+](=O)[O-]	-12	-2%	9	-10%	-11%	-7%	-17
Cc1ccc(OC(=O)NC2CCS(=O)(=O)C2)cc1C (stereo not given)	-6	-3%	1	-4%	-11%	-5%	-5
Cc1cccc(N2C(=O)NC(=O)C3(Cc4cc(C)ccc4N(C)C3)C2=O)c1 (stereo not given)	-17	?	-5	-26%	-31%	3%	25
O=c1cc(CN2CCN(c3ccccc3O)CC2)nc2sccn12	18	?	5	?	3%	-9%	2
Cc1ccc(NC(=O)C2CCCN(S(=O)(=O)c3c(C)noc3C)C2)cc1 (stereo not given)	-12	4%&0%	9	1%	-9%	-6%	44&27
Cc1ccc(S(=O)(=O)N/N=C/c2cc(Br)ccc2O)cc1	-12	-6%	1	9%	-51%	16%	-15
CCCCC1(CC(=O)OC)C(=O)N(c2ccccc2)N(c2ccccc2)C1=O	-4	-11%	-6	1%	56%	-2%	?
Cc1c(C(=O)C(=O)NCCC2=CCCCC2)c2ccccc2n1C	24	-1%	6	1%	3%	-5%	-62*
CCOC(=O)CN(c1ccccc1C)S(=O)(=O)c1ccc(Cl)cc1	1	-11%	-4	4%	5%	8%	-15
OC[C@@H](O)C(O)[C@@H](O)CO (stereo not given in full)	-12	nt	-4	-1%	nt	nt	nt
Cc1cccc(-n2ncc3c(N(CCO)CCO)ncnc32)c1	65*	0%	27*	4%	-2%	-2%	154
C=CCN1CCN(C(=O)c2c(-c3ccccc3)noc2C)CC1	-8	2%	-2	8%	-11%	-6%	71
OC(CNCC(c1ccc(Cl)cc1Cl)c1c[nH]c2ccccc12)c1ccccc1 (stereo not given)	-22	?	-2	-5%	-29%[11.4 µM]	?	-108*

(list continues)
Molecule	Shiga toxin inh	AmpC detergent	CHX counter	FBPA Giardia inh	AmpC inh no detg	AMA1-RON2 inh	HCMV inh
Cc1c(C(=O)Nc2cccc(C(F)(F)F)c2)oc2ccc(S(=O)(=O)N3CCOCC3)cc12	-12	-4%	-6	1%	-9%	-3%	-2
Clc1cccc(CSc2nnc(-c3c[nH]c4ccccc34)o2)c1	9	-11%	9.8*	-18%	-23%	-9%	18
CC(C)c1cc(C(=O)Nc2cc(Cl)ccc2O)no1	143*	1%	68*	-20%	-32%	2%	66
c1cncc(-c2nnc(-c3cccnc3)nn2)c1	0	-14%	1	?	-9%	2%	5
Cn1cccc1C(=O)NCC1COc2ccccc2O1 (stereo not given)	nt	0%	nt	nt	-14%	-1%	53
CCCCn1ccnc1C	-5	4%	9	1%	3%	5%	-19
Cc1ccc(NC(=O)CN2C(=O)NC(C)(c3ccc(Cl)cc3)C2=O)cc1S(=O)(=O)N1CCOCC1 (stereo not given)	-10	-7%	-2	-1%	24%	-11%	-26
COc1cccc(N2C(=O)NC(=O)/C(=C\c3ccc([N+](=O)[O-])s3)C2=O)c1	14	-4%	-3	?	?	?	-13
O=S(=O)(Nc1ccc(Oc2ncccn2)c(Cl)c1)c1ccc(Cl)cc1	-5	0%	-2	9%	-9%	1%	-4
O=C(CCS(=O)(=O)c1cc(Br)cc2c1N(C(=O)C1CC1)CC2)NCc1ccco1	-7	9%	3	1%	-18%	0%	23
CCN1C(=O)CS/C1=N\S(=O)(=O)c1ccc(Cl)cc1	-8	2%	-1	4%	-35%	-10%	4
CN(Cc1c(C(=O)N/N=C/c2cccc(O)c2)nnn1-c1nonc1N)c1ccccc1	-13	-12%	-9	-9%	-27%	12%	nt
O=C1CC(SCCc2nc3ccccc3[nH]2)C(=O)N1c1ccc(Cl)cc1 (stereo not given)	-5	3%	-1	-2%	-32%	-16%	-20

By substructure, those above containing a thiophene ring, fused or not.
Molecule	Shiga toxin inh	AmpC detergent	CHX counter	FBPA Giardia inh	AmpC inh no detg	AMA1-RON2 inh	HCMV inh
Cc1nnc(SCC(=O)NCc2cccs2)[nH]c1=O	-16	-3%	5	-3%	-12%	1%	-22
COc1cccc(N2C(=O)NC(=O)/C(=C\c3ccc([N+](=O)[O-])s3)C2=O)c1	14	-4%	-3	?	?	?	-13

High-throughput results: PubChem, National Center for Advancing Translational Sciences (NCATS)
